Screening results: PubChem, several laboratories
Dynein cargo inh = blocks dynein driven cargo transport along microtubules. 3617.4 mouse cells, GR-EGFP nuclear translocation imaging; test concentration mostly 20 µM; stimulated with dexamethasone, 1 µM; stronger effect = lower value. AID 1381. 0.47% of 220,000 active. z-score, hits read low;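 active means plate z-score of nuclear minus cytoplasmic receptor signal below a set negative limit, without overly bright fluorescence or cell loss, cut at about -3.5 in these data, passing the limit was not always enough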;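 further: z-score of nuclear minus cytoplasmic ring GR-EGFP intensity difference per well; some compounds called inactive have numbers as strong as hits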
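Buffer or medium: tet-free medium with charcoal-stripped serum / Also added: dexamethasone agonist, 1.0 µM final, for 30 min / Timing: induction 48 h, compound 1 h, agonist 30 min / Measured by: high-content fluorescence imaging after fixation / Read-out: nuclear-to-cytoplasmic GR-EGFP distribution per well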
WT yeast gro inh = growth inhibition of WT yeast, mitochondrial fusion screen | mitochondrial fusion phenotypic screen, WT strain | inhibition, % at 10 µM | 2.1% of 190,000 active | AID 1362; in the data active means inhibition above about 58%; tested in S. cerevisiae
Ins promoter up = MIN6 insulin promoter up-regulation | MIN6 insulin promoter-GFP reporter, high-content imaging; stronger effect = higher value | z-score at 5 µM | 0.3% of 190,000 active | AID 1625;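 active means z-score above 3 at 5 µM with at least 500 cells counted in the well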
NOD2 inhibition = inhibition of NOD2-driven NF-kB reporter – cell-based, luminescence, uHTS, HEK293 (AID 1566). HEK293 NOD2/NF-kB luciferase reporter, luminescence; higher % means a stronger effect. inhibition, % at 4 µM, or EC50 in µM where a hit was titrated. 0.63% of 290,000 active; in the data active means inhibition above about 50%; further: many of its hits are not listed in these tables
Lipid droplet = hepatic lipid droplet formation modulation. AML12 mouse hepatocytes, oleate lipid droplets, BODIPY imaging. inhibition, % at 6.5 µM. AID 1656. 0.4% of 240,000 active;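 active means lipid droplet intensity inhibited by at least 50%, with more than 500 cells counted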
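Assay system: AML12 mouse liver cells | Compound dosing: One dose, 6.5 µM compound | Read-out basis: Droplet intensity reduction, % inhibition | Measured by: Fluorescence imaging, 20x objective, two fields per well | Schedule: Overnight treatment with compound plus oleate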
Autophagy HCS = autophagy modulation, high-content screen; MEF GFP-LC3 puncta imaging; test concentration mostly 10 µM; calls only at 10 µM (by protocol); 0.98% of 190,000 active; AID 463193;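 active means percentage of spot-positive cells more than 3 SD above its plate mean, without a fluorescence outlier flag or 80% toxicity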;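 further: spot-positive cell cutoff set from DMSO-treated cells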
MT stabilize HCS = stabilizes microtubules in HeLa cells; HeLa tubulin immunostaining HCS, 24 h; share of cells brighter than vehicle mean+2SD; % tubulin-high responders, % at 10 µM; 0.83% of 200,000 active; AID 2205;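 active means plate Z-score above 3 for both tubulin-high and condensed-nucleus cell shares, with cell loss under 80%, at 10 µM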;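 further: anti alpha tubulin signal scored within the nucleus-defined area of each cell; some results filed as inactive read as strong as hits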
bCat nuc transl = modulators of beta-catenin nuclear translocation. HeLa beta-catenin nuclear translocation, immunofluorescence imaging. AID 1665. 0.3% of 190,000 active. nuclear translocation activity, % at 5 µM;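 active means nuclear translocation activity above 50% at 5 µM, with a well cell count of 50 or more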;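 further: per-cell ratio of nuclear to cytoplasmic median beta-catenin stain intensity; plate controls were DMSO negative control for no effect and GSK-3 inhibitor IX positive control for full effect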
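Assay system: human HeLa cells, native beta-catenin; doses: 5 µM primary, 0.02–20 µM confirmation; incubation: compound treatment 24 h, 37°C, 5% CO2; technique: fluorescence imaging of beta-catenin antibody stain plus DAPI; measure: % activation, nuclear-to-cytoplasmic median beta-catenin signal ratio per cell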
Yfh1-depleted yeast = enhancers of respiration in Yfh1-depleted yeast, dose response, Friedreich's ataxia, plus single-dose screen (AID 1465). 0.074% of 220,000 active. one-dose fold induction at 50 µM; EC50 in µM for titrated hits. S. cerevisiae Yfh1-off respiration, WST-1 reduction, 72 h; higher fold induction means a stronger effect;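 active means fold induction of absorbance versus untreated yeast above a set limit, then at least 30% activation at any dose in follow-up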;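 further: activators that raise dye reduction in frataxin-depleted yeast; strong numbers were not always called active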
WT yeast gro inh mutant strain = recorded beside WT yeast gro inh, whose call it bears; inhibition, %; mitochondrial fusion phenotypic screen, mutant strain inhibition
Dynein cargo inh cytoplasmic EGFP = also measured in Dynein cargo inh; calls as there; z-score; measured here: cytoplasmic GR-EGFP intensity; stronger effect = higher value
Dynein cargo inh nuclear GR-EGFP = also measured in Dynein cargo inh; calls as there; z-score; measured here: nuclear GR-EGFP intensity;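 lower value marks the stronger effect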
Dynein cargo inh cell count = further read-out of Dynein cargo inh, marked with its call; z-score; measured here: cell count per field
Ins promoter up cell count = further read-out of Ins promoter up, marked with its call; cell count; measured here: cytotoxicity, nuclei count;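 total cells summed across four imaged fields per well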
Lipid droplet cells 6.5 µM = second read-out of Lipid droplet, no call of its own (marks repeat the call); cell count; measured here: cell count, cytotoxicity flag;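 cells counted across two imaged fields per well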
bCat nuc transl cell count 5 µM = also measured in bCat nuc transl; calls as there; cell count; measured here: cell count, cytotoxicity flag
MT stabilize HCS Hoechst-high % = recorded beside MT stabilize HCS, whose call it bears; % Hoechst-high responders; measured here: nuclear condensation Hoechst responders;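 share of cells brighter than vehicle mean plus two SD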
MT stabilize HCS cytotoxicity % = further read-out of MT stabilize HCS, marked with its call; toxicity, %; measured here: cytotoxicity by cell density;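 0% = mean cell density of plate MIN control wells and 100% = no cells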
Autophagy HCS cell loss 18 h = further read-out of Autophagy HCS, marked with its call; toxicity, %; measured here: cell loss, nuclei count;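 cell loss after 18 h compound exposure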
Numbers without * were called inactive; i = inactive; nt = no result given. The list is partial, so the mix of outcomes need not match the whole.

Sample of the layout:
SMILES	Dynein cargo inh	Dynein cargo inh cytoplasmic EGFP	Dynein cargo inh nuclear GR-EGFP	Dynein cargo inh cell count	WT yeast gro inh	WT yeast gro inh mutant strain	Ins promoter up	Ins promoter up cell count	NOD2 inhibition	Lipid droplet	Lipid droplet cells 6.5 µM	Autophagy HCS	Autophagy HCS cell loss 18 h	MT stabilize HCS	MT stabilize HCS Hoechst-high %	MT stabilize HCS cytotoxicity %	bCat nuc transl	bCat nuc transl cell count 5 µM	Yfh1-depleted yeast
COc1ccc(S(=O)(=O)Nc2cc(C)nn2-c2ccccc2)cc1	-1.7	-0.27	-0.22	1.1	-9	7	0.62	851	-9%	3	815	i	25	2.0	2.1	6.7	-1.0	1027	i
COc1ccc(NC(=O)C(Cc2ccccc2)n2cccc2)cc1 (stereo not drawn)	1.2	-0.15	1	-0.62	nt	nt	-0.04	1071	7%	-10	706	nt	nt	nt	nt	nt	1.9	1274	i

This part in full (from the top)
SMILES	Dynein cargo inh	Dynein cargo inh cytoplasmic EGFP	Dynein cargo inh nuclear GR-EGFP	Dynein cargo inh cell count	WT yeast gro inh	WT yeast gro inh mutant strain	Ins promoter up	Ins promoter up cell count	NOD2 inhibition	Lipid droplet	Lipid droplet cells 6.5 µM	Autophagy HCS	Autophagy HCS cell loss 18 h	MT stabilize HCS	MT stabilize HCS Hoechst-high %	MT stabilize HCS cytotoxicity %	bCat nuc transl	bCat nuc transl cell count 5 µM	Yfh1-depleted yeast
COc1ccc(S(=O)(=O)Nc2cc(C)nn2-c2ccccc2)cc1	-1.7	-0.27	-0.22	1.1	-9	7	0.62	851	-9%	3	815	i	25	2.0	2.1	6.7	-1.0	1027	i
COc1ccc(NC(=O)C(Cc2ccccc2)n2cccc2)cc1 (stereo not drawn)	1.2	-0.15	1	-0.62	nt	nt	-0.04	1071	7%	-10	706	nt	nt	nt	nt	nt	1.9	1274	i
CC1(C)CC(=O)C(N=Nc2cc(Cl)c(Cl)c(Cl)c2)=C(O)C1	0.41	-0.037	0.61	1.4	7	-2	-0.04	959	10%	4	771	i	-25	1.5	1.4	9.1	nt	nt	i
CC(=O)Oc1ccc2nc(-c3cccs3)oc(=O)c2c1	0.6	-0.077	0.28	0.23	-8	-12	-1.3	1508	-8%	nt	nt	i	-4	2.7	2.0	7.3	-0.2	1354	i
CN(C(=O)c1cccc(C#N)c1)c1nnc(C2CCCO2)s1 (stereo not drawn)	-0.45	-0.32	-0.14	0.35	9	-1	-0.59	1077	11%	nt	nt	i	-5	5.0	3.7	8.8	0.1	1165	i
CCN1C=C(Cc2ccc(F)cc2)C2=C(C1)C(c1ccc(F)cc1)C(C#N)=C(N)O2 (stereo not drawn)	-0.73	-0.11	-0.26	-0.016	2	5	nt	nt	17%	-8	809	i	-15	2.0	0.9	4.8	-4.8	1178	i
CCc1cc(=O)[nH]c(SCc2ccc(C)cc2)n1	-0.38	-0.31	0.2	-0.2	-5	10	-1.4	1238	19%	40	671	i	20	5.2	2.6	3.1	-1.8	1080	i
CCOC(=O)C1C(c2ccccc2)C(C(=O)OCC)S(=O)(=O)C(CCN(CC)CC)S1(=O)=O (stereo not drawn)	-1.5	-0.3	-1.1	2.1	-5	-14	-0.51	1437	3%	-1	639	i	-3	3.6	1.7	7.9	0.4	1454	i
O=C(COC(=O)c1ccc(N2CCOCC2)c([N+](=O)[O-])c1)Nc1ccc2c(c1)OCO2	0.042	-0.27	0.14	0.76	12	3	0.09	1472	18%	4	663	i	18	6.4	2.0	11	-0.9	783	i
CC(=O)CC(=O)Nc1ccc(Cl)cn1	0.58	-0.35	-0.084	0.38	-16	-5	0.06	1441	22%	-4	622	i	-8	1.5	2.1	18	1.2	1436	i
COc1cc(S(=O)(=O)N2CCOCC2)ccc1NC(=O)CSc1nnc(N)s1	-0.38	-0.2	-0.34	0.54	16	14	0.42	1066	-5%	nt	nt	i	-12	4.0	1.3	9.0	1.3	1163	i
Brc1ccc2c(c1)[C@H]1OCC[C@H]1[C@@H](c1cccs1)N2	1.5	-0.15	1.5	-1.6	nt	nt	0.66	1042	-21%	6	815	nt	nt	nt	nt	nt	-1.2	1266	i
Cc1ccc(O)c(C2=NCCNC(C(F)(F)F)=C2)c1	-0.87	0.8	-0.12	0.52	-4	1	0.18	899	-7%	1	724	i	-15	2.5	0.8	2.3	nt	nt	i
Cc1nnc(SCC(=O)N2CCOCC2)[nH]c1=O	-1.1	-0.28	-0.83	1	-1	-13	-0.33	1530	-4%	-10	551	i	-45	1.6	2.2	11	-1.8	1119	i
Nc1nnc(SCC(=O)OCC(=O)Nc2ccccc2F)s1	-0.31	-0.21	-0.31	-0.048	-23	-25	-1.1	1217	4%	6	719	i	-8	1.7	2.7	5.2	-1.5	1184	i
c1ccc(-c2nnc(CSc3nncs3)o2)cc1	0.11	-0.32	0.21	1.4	4	-8	0.51	1361	-20%	2	694	i	-4	1.7	1.4	10	nt	nt	i
CCOC(=O)c1c(NC(=O)c2ccccc2N(C)S(=O)(=O)c2ccccc2)sc2c1CCCC2	-0.75	-0.27	-0.37	0.78	4	-12	-0.24	1046	0%	-20	605	i	34	13*	26*	64*	60*	549*	i
Cc1ccc(N2C(=O)C3C(c4ccccc4)(C2=O)C3(c2ccccc2)c2ccccc2)cc1 (stereo not drawn)	-0.042	-0.093	-0.2	0.44	17	5	0.11	1618	-4%	nt	nt	i	-3	1.5	1.9	1.9	-2.3	1337	i
O=C(CCn1c(=S)oc2ccccc21)Nc1ccc2c(c1)OCCO2	-1.3	-0.24	-0.34	2.6	-8	-2	0.41	1169	3%	2	677	i	1	5.3	1.7	7.0	-0.6	1005	i
Cc1cc(C)nc(SCC(=O)Nc2ccc(S(=O)(=O)Nc3ncccn3)cc2)n1	-0.46	-0.094	-0.37	-0.22	-11	-21	-0.51	1589	13%	-14	646	i	-2	2.2	2.1	1.3	-0.1	1452	i
COc1ccc(NC(=O)c2sccc2C)c([N+](=O)[O-])c1	-0.96	-0.11	-0.27	-0.37	-6	-3	nt	nt	-53%	30	688	i	-5	1.6	1.6	4.0	5.1	817	i
COc1ccc(NC(=O)C2CCN(S(=O)(=O)c3cccc4cccnc34)CC2)cc1	0.24	-0.014	0.51	-0.52	16	-6	-1.1	1388	-25%	16	640	nt	nt	6.4	2.5	6.2	4.5	1033	i
CCCCCC1(C)NC(=S)N(c2ccccc2)N1 (stereo not drawn)	0.32	-0.27	0.31	-0.1	38	35	nt	nt	-70%	1	765	i	18	2.4	2.0	4.7	nt	nt	i
CCC(C)[C@H](NC(=O)NC1CCN(Cc2ccccc2)CC1)C(=O)OC (stereo partly drawn)	0.81	-0.18	0.51	-0.84	0	-4	0.11	1285	6%	nt	nt	i	1	3.2	2.6	5.3	0.6	1370	i
O=C(CNC(=O)c1ccc(-c2ccccc2)cc1)OCc1c(F)cccc1Cl	-0.97	-0.2	0.24	0.42	1	-20	-0.18	1155	-5%	-12	719	i	-3	5.4	2.6	5.4	0.3	454	i
Cn1c(=O)[nH]c(=O)c2c1nc(N1CCCC1)n2CC(O)COc1ccccc1 (stereo not drawn)	0.33	-0.0012	0.43	-1.4	6	-5	0.33	844	-6%	nt	nt	i	6	1.9	4.1	7.2	nt	nt	i
c1ccc2c(c1)CCN(c1nc3cc4c(cc3s1)OCCO4)C2	-1.2	-0.24	-0.37	2	-3	-7	-0.37	1188	-34%	nt	nt	i	13	5.8	2.4	4.2	0.3	1503	i
Cc1cc(NC(=O)CSc2ccc(-c3cccc([N+](=O)[O-])c3)nn2)no1	0.61	-0.19	-0.065	0.1	-1	12	0.08	1213	-4%	13	719	i	2	4.8	1.7	8.1	1.1	1033	i
COc1ccccc1CNC(=O)CC(C)C	0.87	-0.22	-0.57	-0.036	-6	1	-0.03	1669	-6%	nt	nt	i	6	3.4	1.8	6.4	-1.8	1330	i
O=C(c1ccc(Cl)c(S(=O)(=O)NCc2ccco2)c1)N1CCN(c2ccccc2F)CC1	-1.4	-0.23	-0.82	0.94	18	25	nt	nt	4%	-2	742	i	11	41*	26*	40*	nt	nt	i
CCOC(=O)c1nnsc1NC(=O)Nc1ccc(OC)cc1	-0.52	-0.25	-0.29	0.44	8	-1	nt	nt	6%	-4	679	i	-29	1.5	1.9	0.7	-2.1	1018	i
COc1ccc(CNc2nc(-c3cccnc3)nn2C(=O)c2ccco2)cc1	-0.32	-0.16	-0.2	0.21	12	2	0.87	1270	8%	-1	764	i	0	2.2	1.8	5.1	0.6	861	i
c1ccc(C2[C@H]3CN(CC4CCCCC4)[C@H](c4ccccc4)C34CC2(c2cccnc2)C4)cc1 (stereo partly drawn)	0.35	-0.67	0.12	-0.25	nt	nt	-0.15	826	-12%	19	687	nt	nt	nt	nt	nt	0.2	1311	i
Cc1cc(C(=O)OCC(=O)c2ccc(Cl)c([N+](=O)[O-])c2)c2cccc(C)c2n1	0.19	-0.26	-0.24	-0.15	12	-2	0.17	1408	6%	10	650	i	-7	3.4	3.4	7.0	-0.3	913	i
Cc1c(-c2ccccc2)nc2ccccc2c1C(=O)Oc1ccc([N+](=O)[O-])cc1	-0.34	-0.016	-0.34	-0.051	2	-6	-0.68	1501	15%	nt	nt	i	22	0.6	2.2	8.1	0.1	1417	i
CC(=O)NC(=O)c1nnn(Cc2ccccc2)c1NC(C)=O	-0.22	-0.25	-0.0034	0.93	-19	14	0.67	1304	-13%	nt	nt	i	-6	4.2	2.0	7.3	0.1	968	i
CC1CN(CC(O)COc2ccccc2C(C)(C)C)CC(C)O1 (stereo not drawn)	-0.99	-0.2	0.11	0.79	6	21	0.02	918	13%	-10	520	i	2	1.5	2.6	15	1.3	981	i
